# RAM inhibit: inhibitors of the yeast RAM network, primary screen, dse1pr::URA3 reporter, 5-FOA selection; AID 868, 2007; S. cerevisiae dse1pr::URA3 reporter, 5-FOA growth OD615, 2 d; analog-sensitive cbk1-as2 kinase mutant strain; hit rate 1.8% among 190,000; inhibition, % at 50 µM;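 active = inhibition above a set limit, 3 SD over mean compound inhibition, cut at about 8.4% in these data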;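 note: 0% = DMSO-only wells with no growth and 100% = 10 µM 1-NA-PP1 full growth; inhibition rescues growth on 5-FOA so higher OD means more RAM inhibition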
# S1P3 antag: S1P3 receptor antagonists, primary screen, cell-based; Sphingosine 1-phosphate receptor 3 (Homo sapiens), Q99500; CHO S1P3 NFAT-BLA reporter, FRET fluorescence, antagonist mode; inhibition, % at 4.98 µM; hit rate 0.27% among 170,000; AID 485, 2006;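 active = inhibition above the plate cutoff, the mean inhibition of test wells on that plate plus 3 SD, cut at about 28% in these data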;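 note: cells challenged with S1P at its EC80 of 0.8 µM; blue over green emission ratio from cleaved BLA substrate after 4 h stimulation; 0% = S1P-stimulated wells and 100% = unstimulated DMSO-only wells; some compounds past the cut are filed as inactive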
# Target sequence (Q99500 whole entry, looked up): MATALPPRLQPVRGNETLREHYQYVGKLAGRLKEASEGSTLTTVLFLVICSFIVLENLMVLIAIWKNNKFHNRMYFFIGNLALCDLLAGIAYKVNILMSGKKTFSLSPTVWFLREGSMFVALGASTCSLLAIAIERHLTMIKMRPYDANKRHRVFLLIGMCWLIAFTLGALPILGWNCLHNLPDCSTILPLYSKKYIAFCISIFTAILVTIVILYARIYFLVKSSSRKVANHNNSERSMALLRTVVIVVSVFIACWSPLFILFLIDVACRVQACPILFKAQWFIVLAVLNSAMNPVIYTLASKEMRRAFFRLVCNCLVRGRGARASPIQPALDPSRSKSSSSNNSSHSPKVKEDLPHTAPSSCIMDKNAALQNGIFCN
# PPARg SRC-2 ag: agonists of PPARg-SRC-2 recruitment, primary screen, biochemical, HTS | AID 1032, 2008 | Peroxisome proliferator-activated receptor gamma (Homo sapiens), P37231 | activation, % at 8 µM | PPARgamma LBD-SRC-2 recruitment | hit rate 0.34% among 200,000; in the data active = activation above about 22%;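 note: 0% = vehicle and 100% = reference agonist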
# Target sequence (P37231 whole entry, looked up, the tested form may be a part): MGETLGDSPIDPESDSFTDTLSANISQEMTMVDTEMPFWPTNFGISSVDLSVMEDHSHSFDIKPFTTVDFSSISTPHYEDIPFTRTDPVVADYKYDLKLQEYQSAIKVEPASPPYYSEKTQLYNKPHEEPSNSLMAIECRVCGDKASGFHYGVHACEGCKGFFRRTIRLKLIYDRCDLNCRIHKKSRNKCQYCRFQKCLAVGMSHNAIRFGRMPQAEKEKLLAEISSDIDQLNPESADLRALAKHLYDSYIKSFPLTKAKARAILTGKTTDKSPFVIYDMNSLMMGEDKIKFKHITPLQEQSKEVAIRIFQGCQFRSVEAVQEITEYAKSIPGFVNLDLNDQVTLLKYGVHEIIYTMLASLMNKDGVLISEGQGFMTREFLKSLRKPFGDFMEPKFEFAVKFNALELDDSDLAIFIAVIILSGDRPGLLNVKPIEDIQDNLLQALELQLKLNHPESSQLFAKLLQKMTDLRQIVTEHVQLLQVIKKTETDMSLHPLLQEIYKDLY
# bIAP inhibitor: bovine intestinal alkaline phosphatase inhibitors, primary screen, selectivity assay for TNAP inhibitor project, biochemical, bovine IAP, CDP-star luminescence; alkaline phosphatase, intestinal [Bos taurus]; purified bovine IAP, 30 min; inhibition, % at 20 µM; 190,000 tested, under 10 active; AID 1019, 2008;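 active = over 50% inhibition of intestinal alkaline phosphatase at 20 µM in the single-dose screen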
#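 System: purified bovine intestinal alkaline phosphatase (IAP) enzyme; Input: IAP diluted 1/65,000,000 in the well; Measured by: CDP-star luminescence signal; Compound dosing: 20 µM single dose; Incubation: 30 min reaction at room temperature.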
# HMGR II inh: inhibitors of E. faecalis class II HMGR, primary screen, biochemical, Enterococcus faecalis | inhibition, % at 10 µM | AID 1066, 2008 | HMG-CoA reductase (Enterococcus faecalis, mvaE) | hit rate 0.41% among 190,000 | purified E. faecalis HMGR, NADPH absorbance 340 nm kinetic;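 active = inhibition above a set limit, the median over all tested compounds plus 3 SD, cut at about 9.5% in these data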;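 note: enzyme runs in reverse so mevalonate oxidation gives rising NADPH absorbance; 0% = complete reaction with DMSO and 100% = background rate lacking mevalonate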
# PPARg SRC3 recr: PPARgamma agonists recruiting SRC-3 coactivator, primary screen, biochemical | activation, % at 8 µM | AID 731, 2007 | biochemical PPARgamma/SRC-3 coactivator recruitment assay | hit rate 0.26% among 200,000; in the data active = activation above about 23%;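 note: 0% = DMSO and 100% = reference agonist; some compounds past the cut are filed as inactive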
# PPARg SRC1 recr: PPARgamma agonists recruiting SRC-1 coactivator, primary screen, biochemical; Peroxisome proliferator-activated receptor gamma (Homo sapiens), P37231; PPARgamma-SRC-1 coactivator recruitment biochemical assay; activation, % at 8 µM; hit rate 0.41% among 200,000; AID 631, 2007; in the data active = activation above about 19%;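 note: 0% = DMSO and 100% = reference agonist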
# ROMK primary: ROMK potassium channel modulators, primary screen, cell-based, thallium flux, MLSMR library | ATP-sensitive inward rectifier potassium channel 1 (Homo sapiens), P48048 | Tet-inducible ROMK, thallium flux fluorescence; actives lie on both sides | B-score at 10 µM | hit rate 2% among 130,000;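 active = signal ratio slope over the read window, or its plate-corrected B-score, at least 3 SD from the plate mean, either direction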;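 note: B-score of the F/F0 ratio slope over 7 to 12 s after thallium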
# DTT redox prof: compounds producing H2O2 with reducing agent – biochemical, NIH compound library profiling, artefact control for MLSCN library redox annotation, primary screen; DTT-dependent redox cycling H2O2, phenol red/HRP absorbance; 100% = 100 µM peroxide control, 0% = buffer; activation, % at 10 µM; hit rate 0.03% among 200,000;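 active = activation of at least 50% relative to the plate's high and low controls in the primary single-dose screen; inactive = activation below 50%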;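 note: compound incubated with DTT at 0.8 mM final as the reducing agent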
# SRC2 TRFRET art: TR-FRET signal artefacts, primary screen, artefact control for PPARgamma SRC-2 agonist project, biochemical; TR-FRET artefact counter-screen; hits give high values; TR-FRET ratio at 8 µM; hit rate 0.4% among 200,000; AID 1049, 2008; in the data active = TR-FRET ratio above about 2000; note: inactives centre near 1500
# L major viab: Leishmania major promastigote growth inhibition, primary screen; inhibition, % at 10 µM; Leishmania major promastigotes, resazurin fluorescence viability; hit rate 9% among 200,000; in the data active = inhibition above about 50%;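 note: promastigotes grown with compound for 44 hours at 28 °C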
# The depositor's hits bear a star; . = no result given.
SMILES,RAM inhibit,S1P3 antag,PPARg SRC-2 ag,bIAP inhibitor,HMGR II inh,PPARg SRC3 recr,PPARg SRC1 recr,ROMK primary,DTT redox prof,SRC2 TRFRET art,L major viab
CN1CCN(C(=O)/C=C/c2ccc(Cl)cc2)CC1,0.5,-6,2,-3,5,1,5,-0.45,2.0,1572,-3
CN(C(=O)c1ccccc1)c1nc2ccccc2s1,2.6,-64,6,12,-4,0,1,-0.18,2.2,1479,-2
Cc1cc(C(=O)CSc2nnnn2C)c(C)n1CCc1ccc(Cl)cc1,0.7,-28,0,-4,-2,9,3,-0.38,-0.8,1395,-9
O=C(CCCC(=O)NCCc1ccccc1)NCCc1ccccc1,0.0,10,5,14,-3,3,10,0.3,-0.7,1590,-1
COc1ccccc1CNCc1cc(Br)ccc1OC,0.5,8,-2,-3,1,-2,-7,-0.012,-0.3,1381,30
CC(=O)OC(C(=O)Nc1ccccc1)C(C)S(=O)(=O)c1ccccc1 (centres undefined),0.8,8,-2,16,-7,-1,5,0.29,2.0,1659,12
Cc1cc(C)c(C(N)=O)c(SCC(=O)c2ccc(Cl)cc2)n1,1.7,.,4,-5,-1,-3,-4,.,2.5,1509,-5
CC(=O)N/N=C(\C)CC(=O)NC(C)(C)C,0.0,-10,-5,-7,-3,-1,-4,-1.1,5.8,1399,-4
Nc1ccc(C23CC4CC(CC(C4)C2)C3)cc1,0.8,-16,-9,13,2,-1,-2,0.73,-2.4,1602,10
CN(C)/C=C(\C#N)C(=O)N/N=C/c1ccc(F)cc1,1.5,-4,-3,6,0,-1,4,.,-0.4,1639,2
O=C(Nc1cccc(Cl)c1N1CCCCC1)c1ccc(N2CCOCC2)c([N+](=O)[O-])c1,5.0,-4,10,-31,-6,2,-1,-0.38,-0.4,1677,-9
CCCCN(CCCC)CCn1cnc2c([nH]c3ccc(OC)cc32)c1=O,1.1,-13,4,13,-5,4,2,.,0.3,1442,19
CCN(CC)S(=O)(=O)c1cc(NC(=O)[C@@H](NC(N)=O)C(C)C)ccc1C,0.2,-1,-3,-9,0,4,16,-0.21,0.0,1458,1
CCOC(=O)c1cnc(SCC(=O)Nc2ccccc2C(=O)OC)nc1N,0.9,.,10,-2,-3,16,2,-1.4,0.1,1546,6
COc1ccccc1N1CCN(C(=O)CCCCCn2c(=O)[nH]c3ccsc3c2=O)CC1,-0.8,4,1,4,-4,-4,-1,0.14,0.3,1648,-5

# Arranged by value in HMGR II inh (lowest first): 3 from the list above
SMILES	RAM inhibit	S1P3 antag	bIAP inhibitor	HMGR II inh	PPARg SRC3 recr	ROMK primary	DTT redox prof
CCCCN(CCCC)CCn1cnc2c([nH]c3ccc(OC)cc32)c1=O	1.1	-13	13	-5	4	.	0.3
CCN(CC)S(=O)(=O)c1cc(NC(=O)[C@@H](NC(N)=O)C(C)C)ccc1C	0.2	-1	-9	0	4	-0.21	0.0
COc1ccccc1CNCc1cc(Br)ccc1OC	0.5	8	-3	1	-2	-0.012	-0.3

# Next structures:
SMILES,RAM inhibit,S1P3 antag,PPARg SRC-2 ag,bIAP inhibitor,HMGR II inh,PPARg SRC3 recr,PPARg SRC1 recr,ROMK primary,DTT redox prof,SRC2 TRFRET art,L major viab
O=C(NNC(=S)NCCc1ccccc1)c1ccc(Br)s1,2.4,2,-2,6,0,-5,-1,0.48,-0.5,1301,0
CCOC(=O)c1c(-c2ccc(OC)cc2)csc1NC(=O)CSc1ccccc1,15*,.,10,50,-8,2,9,1.9,-0.2,1565,8
O=C(O)c1ccccc1-c1ccc(/C=C/c2cc(C(F)(F)F)[nH]c(=O)n2)o1,4.9,-1,9,-5,-9,-1,6,.,0.3,1646,-3
CCOc1cc(CNCCSc2nnnn2C)cc(Br)c1OCc1ccccc1,1.4,.,-5,-23,-6,-4,-3,0.3,0.2,1510,19
O=C(CN1CCN(c2ncccn2)CC1)N1CCCc2c1c(=O)oc1ccc(O)cc21,0.4,.,0,16,-8,3,-4,1.2,1.0,1366,-4
Cc1cccc(/C(N)=N/OC(=O)C23CC4CC(CC(C4)C2)C3)c1,-1.2,4,5,-12,1,3,11,-0.52,-0.7,1482,19
O=C(CSc1nc2ccccc2c(=O)n1NC(=O)c1ccccc1)c1ccc(Cl)cc1,8.3,.,7,-5,-1,5,10,.,2.0,1620,0
CCc1ccc(NC(=O)c2noc3c2CCCCC3)cc1,1.3,14,-2,12,-1,-5,-3,.,-2.3,1480,16
O=C(NCCN1CCCCCC1)c1ccc(N2CCCC2=O)cc1,1.2,4,-14,-14,-5,-5,0,.,2.5,1458,0
Cc1ccc(C(=O)C(C)OC(=O)c2n[nH]c(=O)c3ccccc23)cc1 (centres undefined),0.1,.,14,11,-1,0,-4,-0.021,0.0,1669,1
COP(=O)(OC)c1nc(-c2cccc3ccccc23)oc1NCCc1ccccc1,2.6,-8,-1,14,-8,-1,0,.,0.0,1553,71*
O=C(c1ccccc1)c1c2c(cc3sc4ccccc4[n+]13)-c1cccc3cccc-2c13,0.0,-4,12,-5,1,6,14,.,7.1,1510,100*
CCOC(=O)c1ccc2c(c1)n(CC)c(/C=C/N(C)c1ccccc1)[n+]2CC,-0.4,-4,-2,22,-3,-1,-7,-0.69,0.0,1491,100*
COC(=O)c1ccccc1NC(=O)c1sc(N)nc1C,-0.2,5,-9,9,-7,-9,-5,-0.61,-0.2,1563,14
CCN(CC)CCN1C(=O)C(=O)/C(=C(/O)c2ccncc2)C1c1ccccc1F (centres undefined),0.3,-9,0,3,1,-7,2,1.5,2.1,1418,-3
OCCNc1nc(N2CCCC2)nc(N2CCCC2)n1,0.0,.,0,6,1,-6,7,0.26,0.9,1529,14
CC(C)=CCN1CCN(Cc2ccc3nsnc3c2)CC1CCO (centres undefined),2.0,-23,1,-2,1,0,0,0.078,-0.8,1441,24
c1ccc(-n2ncc3c(N4CCN(c5ccccn5)CC4)nc(N4CCCCCC4)nc32)cc1,-1.2,-14,6,-4,1,19,6,1.3,4.2,1730,34
CSC(=NC#N)N1CCN(c2ccc(Cl)cc2)CC1,3.3,.,2,8,-2,1,-4,.,21,1565,24
CC(=O)N(C)c1ccc(C(O)(C(F)(F)F)C(F)(F)F)cc1,1.4,-6,1,1,-2,1,-7,0.36,-0.2,1516,99*
COc1ccccc1N1N=C(c2cccs2)CC1c1ccccc1 (centres undefined),7.7,20,10,0,2,6,4,-1.4,0.2,1814,6
Cc1nc2ccc(NC(=O)c3cc(S(=O)(=O)N(C)c4ccccc4)ccc3Cl)cc2s1,5.7,30*,-3,7,-4,3,-4,-0.035,0.8,1528,-6
O=C(C1CCCO1)N1CCN(C(=S)Nc2ccccc2)CC1 (centres undefined),2.3,-5,-6,13,-2,4,-10,1.1,0.0,1373,53*
COc1ccc(-c2cc(C)nc3c(-c4ccccc4)cnn23)cc1,9.0*,-13,5,-4,-1,1,10,0.064,-1.2,1698,4
Cc1occc1-c1nnc(SCC(=O)NCc2cccs2)n1-c1ccc(F)cc1,1.9,-23,1,-6,0,9,6,-0.088,1.2,1614,12
Cc1ccc2nc(C3CCCN(C(=S)Nc4ccccc4C)C3)[nH]c2c1 (centres undefined),1.1,.,4,-3,-3,2,6,.,-7.0,1601,13
COC(=O)c1c(N2C(=O)[C@H]3[C@@H](C2=O)[C@]2(C(=O)Nc4c2ccc(C)c4C)N2CCC[C@@H]32)sc(C)c1C,2.8,2,-4,.,-3,-1,1,.,-0.2,1626,17
Cc1ccc(CNC(=O)c2cncc(Br)c2)cc1,3.0,13,-4,-9,-3,1,-5,0.18,0.0,1517,4
CC(C)C(=O)Nc1nnc(-c2ccccc2)o1,1.2,-28,3,8,2,3,-7,.,0.0,1642,3
CCCNS(=O)(=O)c1ccc(OCC(=O)N2CCCC2)cc1,1.5,-6,-6,-36,-5,1,-1,-0.00096,0.5,1634,-6
CC(C)CCNC(=O)CN(C(=O)CCC(=O)Nc1ccccn1)c1ccc(F)c(Cl)c1,4.4,-4,6,-9,0,0,6,1.3,-1.9,1579,95*
Cn1c(SCC(=O)c2c(N)n(C)c(=O)n(C)c2=O)nnc1-c1ccccc1F,2.1,1,0,-11,-8,-4,-5,-0.21,0.6,1336,6
Cc1ccc(-c2nnc3ccc(SCC(=O)Nc4cc(C)on4)nn23)cc1,5.0,21,-5,16,-7,-9,10,2,3.1,1656,7
CC1(C)NC(=O)N(CC(O)Cn2c3ccccc3c3ccccc32)C1=O (centres undefined),-0.9,-8,1,-9,-2,5,6,-0.088,-1.1,1410,-3
COc1ccccc1OCC(=O)Nc1ccc(S(=O)(=O)Nc2cc(C)nc(C)n2)cc1,1.1,.,5,0,-1,6,3,0.58,-2.7,1640,-5
CCOc1ccc(CN2C(=O)c3ccccc3C2C(=O)NCC2CCCO2)cc1 (centres undefined),1.2,-8,-1,-4,0,-3,-1,-0.93,-0.3,1658,4
COc1ccc(/C=N/NC(=O)c2[nH]c(C)c(C(=O)N/N=C/c3ccc(OC)cc3)c2C)cc1,2.8,-19,8,6,-5,6,-1,.,0.1,1617,-2
COC(=O)c1cc(OC)c(OC)cc1NC(=S)N1CCN(c2ccccn2)CC1,-0.3,4,4,-20,-14,4,2,.,0.0,1561,15
CCOc1ccc(-c2cn(S(=O)(=O)c3cccc4nsnc34)nc2N)cc1,4.9,38,8,3,-5,-2,8,.,-1.2,1668,1
O=c1[nH]ncc2c3ccccc3n(Cc3ccc(F)cc3)c12,3.4,7,0,2,2,5,-4,-0.96,0.1,1420,11
CCSc1ccccc1C(=O)NCc1ccc(OC)cc1,-0.2,.,5,19,-10,-1,1,-0.52,0.8,1565,-7
CCCS(=O)(=O)c1c(S(=O)(=O)CCC)c2cc(-c3ccncc3)ccn2c1C(=O)OC,4.0,-24,2,-4,-2,-1,0,0.36,-1.2,1418,18
C/C(N)=C(/C#N)C(=O)CSc1nc2cc(Cl)ccc2c(=O)n1-c1ccc(C)cc1,2.5,-19,2,31,-4,0,0,.,0.0,1592,8
C=CCOc1ccc(CNn2c(C)n[nH]c2=S)cc1OC,0.4,.,-4,17,-7,-13,-5,.,-6.3,1496,1
CCn1c(SCc2cccc(C(=O)O)c2)nnc1-c1ccccc1,1.7,-14,4,0,7,0,1,-0.0083,0.0,1421,-5
COCC(C)NC(=O)c1ccccc1OC(C)=O (centres undefined),0.3,7,3,15,-1,3,6,.,0.0,1615,-4

# Assay outcomes deposited in PubChem BioAssay by several laboratories.
